Screening data deposited in PubChem by Sanford-Burnham Center for Chemical Genomics.
VHR inh color – blocks the human dual specificity phosphatase VHR1; recombinant VHR phosphatase, colorimetric substrate read-out; inhibition, % at 20 µM; actives 0.7% (n = 50,000); AID 1992; in the data active = inhibition above about 60%; also: some results filed as inactive read as strong as hits
Target sequence (P51452 whole entry, looked up): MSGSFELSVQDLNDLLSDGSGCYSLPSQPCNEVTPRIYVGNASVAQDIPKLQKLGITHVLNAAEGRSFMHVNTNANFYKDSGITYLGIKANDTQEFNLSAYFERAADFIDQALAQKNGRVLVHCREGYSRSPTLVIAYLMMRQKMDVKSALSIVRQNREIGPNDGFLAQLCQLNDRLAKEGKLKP
* = called active by the depositor; & = joins results of further samples. Only part of the results is shown; rates above refer to the full screens.

SMILES	VHR inh color
COc1cc(OC)cc(C(=O)N2CCN(Cc3ccco3)CC2)c1	0
Cn1ccnc1SCC(=O)Nc1ccccc1F	-3
CCOC(=O)C1=C(C)N=c2s/c(=C\c3ccccc3Cl)c(=O)n2C1c1ccc(OC)c(OC)c1 (centres undefined)	-6
CC1=NN(c2ccc(S(N)(=O)=O)cc2)C(=O)/C1=C\c1ccc(N(C)C)cc1	-6
Cc1occc1C(=O)N/N=C/C1CC=CCC1 (centres undefined)	-19
CC(C)N1CCc2c(sc3nc(SCc4ccc(Cl)cc4)n(-c4ccccc4)c(=O)c23)C1	56
COC(=O)C1=C(C)NC(=O)CC1c1ccccc1C(F)(F)F (centres undefined)	-33
O=C(NC(Nc1ccccn1)C(Cl)(Cl)Cl)c1ccccc1 (centres undefined)	3
Cc1ccc(C2=C/C(=C/c3ccccn3)C(=O)O2)c(C)c1	-3
O=C(Nc1ccc(NC(=S)NC(=O)c2ccco2)cc1)c1ccc(Br)cc1	0
Cc1c(C#N)c2nc3ccccc3n2c(=O)/c1=C/c1sc2ccccc2c1O	2
O=C(Cc1n[nH]c(=O)c2ccccc12)NCCCN1CCCCCC1	-25
COC(=O)C(C)N(C(=O)c1cccc(Cl)c1)c1c(C)cccc1C (centres undefined)	12
CCCC(=O)NC(c1cccc([N+](=O)[O-])c1)c1ccc2cccnc2c1O (centres undefined)	-5
Clc1ccc(/C=N/Nc2nnc3c(n2)[nH]c2ccc(Br)cc23)c(Cl)c1	1
COc1ccc(-n2c(O)c(C=Nc3ccc(Cl)cc3)c(=O)[nH]c2=O)cc1	-10
O=C(c1cc2nc(-c3cccs3)cc(C(F)(F)F)n2n1)N1CCOCC1	-5
COC(=O)c1[nH]cnc1C(=O)Nc1ccc(Cl)cc1C(=O)c1ccccc1	-14&-8
CC(=O)Nc1ccccc1NC(=O)COc1ccc(Br)cc1	-14
Cc1cc2c(cc1C)CN(c1ccc(C=Nc3ccc(Br)cc3)cc1)C2	-20
CCOc1ccccc1CN1CCN(Cc2cc(OC)ccc2O)CC1	-4
CC(C)(C)C(=O)Nc1ccc(Cl)cc1C(=O)O	-16
Cc1cc(OC(=O)c2ccc(Cl)c([N+](=O)[O-])c2)ccc1C(C)C	-12
O=[N+]([O-])c1ccccc1S(=O)(=O)NCc1ccc(F)cc1	-2
CC(C)CNC(=O)c1ccc(I)cc1	0
CCOC(=O)C(=CNCCC(=O)O)C(=O)OCC	1
CCC1(C)C2(C#N)C(N)=NC(OC)(OC)C12C#N (centres undefined)	4
CC(=O)Nc1ccccc1C(=O)N1CCC(Cc2ccccc2)CC1	22
COc1cc(C2C3=C(CC(C)(C)CC3=O)OC3=C2C(=O)CC(C)(C)C3)ccc1Oc1nc2c(c(=O)n(C)c(=O)n2C)n1C	-4
COc1cccc(C(=O)Nc2cccc(-c3cc4ccccc4oc3=O)c2)c1	-6

Structures shown so far that have fluorine (4):
SMILES	VHR inh color
Cn1ccnc1SCC(=O)Nc1ccccc1F	-3
COC(=O)C1=C(C)NC(=O)CC1c1ccccc1C(F)(F)F (centres undefined)	-33
O=C(c1cc2nc(-c3cccs3)cc(C(F)(F)F)n2n1)N1CCOCC1	-5
O=[N+]([O-])c1ccccc1S(=O)(=O)NCc1ccc(F)cc1	-2

Fetched one by one from the entries so far, 4 records:
SMILES	VHR inh color
O=C(c1cc2nc(-c3cccs3)cc(C(F)(F)F)n2n1)N1CCOCC1	-5
CC(C)(C)C(=O)Nc1ccc(Cl)cc1C(=O)O	-16
Cc1cc2c(cc1C)CN(c1ccc(C=Nc3ccc(Br)cc3)cc1)C2	-20
COc1cccc(C(=O)Nc2cccc(-c3cc4ccccc4oc3=O)c2)c1	-6

Later entries.
SMILES	VHR inh color
O=Cc1cccc(OCc2ccc(Cl)cc2Cl)c1	-22
Clc1ccc(-c2noc(-c3ccccc3Br)n2)cc1	-7
Cc1ccc(/C=N/NC(=O)c2cccnc2)o1	-18
CCCN1C(=O)c2ccccc2NC1c1ccc(OC)c(COc2ccccc2F)c1 (centres undefined)	4
Cc1ccc(-c2cc(C(=O)Nc3nccs3)c3ccccc3n2)o1	4
O=C(NN1C(=O)/C(=C/c2ccc(O)c(O)c2)SC1=S)c1ccc(Br)cc1	-16
COc1cccc(CCNCc2c(F)cccc2F)c1	-57
COc1ccccc1N1CCN(/N=C(/C)c2ccc(Br)cc2)CC1	4
Cc1ccc(OCc2nc(-c3ccccn3)no2)c(Br)c1	-10
CC(C)COc1ccc(C(=O)Nc2cccnc2)cc1	-3
CCCC1=NN2C(=N)/C(=C/c3ccc(OCc4ccc(F)cc4)c(OCC)c3)C(=O)N=C2S1	100*
Cc1cc(C)c2oc(-c3ccc(NC(=O)c4cccnc4)cc3O)nc2c1	5
O=S(=O)(NCc1ccc2c(c1)OCO2)c1ccc(Cl)cc1	-11
COc1cc(/C=N/NC(=O)c2cccc([N+](=O)[O-])c2)cc(I)c1O	-11
CC(C)(C)NC(=O)c1nn2c(C(F)(F)F)cc(-c3ccccc3)nc2c1Br	-21
CC(=O)Oc1c(C=C(C#N)C#N)[nH]c2ccccc12	-7
Oc1ccc(Br)cc1CN1CCN(C2CC3CCC2C3)CC1 (centres undefined)	-16
N/C(=N\OC(=O)c1cccc(Br)c1)c1ccccn1	6
COc1ccc(Nc2ccccc2)c(C)c1	-5
O=C(NCCN1CCCCC1)c1cc(Cl)ccc1Cl	-25
Cc1cc(OCC(=O)N2CCN(c3ccc([N+](=O)[O-])cc3)CC2)ccc1Cl	-9
COc1ccc(/C=N/c2ncn[nH]2)cc1	-12
Cc1ccc2nc(-c3ccc(NC(=O)c4cccc(Cl)c4Cl)cc3)sc2c1	-24
O=C(c1ccccc1Cl)N1CCN(C(c2ccccc2)c2ccccc2)CC1	-17
Oc1ccc(Br)cc1CN1CCN(Cc2cccnc2)CC1	-4
O=C1c2ccc(Oc3ccc([N+](=O)[O-])cc3)cc2C(=O)N1CC1CCCO1 (centres undefined)	8
CSCCC(NC(=O)c1cc(COc2ccc(-c3ccccc3)cc2)c(C)o1)C(=O)O (centres undefined)	-8
CC(C)c1ccc(C=Nc2ccc(Nc3ccccc3)cc2)cc1	-4
Cc1ccccc1-c1nc2cc(NC(=S)NC(=O)c3ccco3)ccc2o1	-5
COc1ccc(-c2nc(=S)[nH][nH]2)cc1	4&5
CCN(CC)C(=S)SCC(=O)Nc1cc(C)ccc1C	26
O=C(Nc1ccc(S(=O)(=O)N2CCOCC2)cc1)c1ccc(Br)s1	0
NS(=O)(=O)c1ccc(CCNC2CC(=O)N(c3ccc(Cl)cc3)C2=O)cc1 (centres undefined)	1
N#Cc1cc2c(nc1SCc1ccc(Cl)cc1)CCCC2	-8
O=C(NN1C(=O)C2C3C=CC(C4CC34)C2C1=O)c1ccc(Cl)cc1Cl (centres undefined)	-9
O=C(Nc1ccc(-c2nc3ccccc3s2)c(O)c1)c1cc2ccccc2oc1=O	-1
CCOc1ccccc1/C=N/N1CCN(Cc2ccc(Cl)cc2)CC1	4
O=c1cc(-c2ccccc2)nc(N2CCOCC2)[nH]1	-8
CCC1Nc2ccc(C)cc2C(Nc2ccc(C)cc2)C1C (centres undefined)	-8
O=C(Nc1nc2ccccc2n1Cc1ccccc1Cl)c1ccc(Cl)cc1	-5
CC(NS(=O)(=O)c1cc(Cl)ccc1Cl)c1ccccc1 (centres undefined)	3
Cc1ccc(NC(=O)CSC(N)=O)cc1Cl	-8
CCOC(=O)c1[nH]c(=O)[nH]c1Cn1ccnc1	4
O=C(NCCNc1ccc(Cl)cc1[N+](=O)[O-])c1ccccc1F	-2
COc1ccc(N2C(=O)NC(=O)/C(=C/c3ccc(OCCOc4ccc(C)cc4)c(OC)c3)C2=O)cc1	3

The closing six records of the part before are carried over, then new ones follow.
SMILES	VHR inh color
O=C(Nc1nc2ccccc2n1Cc1ccccc1Cl)c1ccc(Cl)cc1	-5
CC(NS(=O)(=O)c1cc(Cl)ccc1Cl)c1ccccc1 (centres undefined)	3
Cc1ccc(NC(=O)CSC(N)=O)cc1Cl	-8
CCOC(=O)c1[nH]c(=O)[nH]c1Cn1ccnc1	4
O=C(NCCNc1ccc(Cl)cc1[N+](=O)[O-])c1ccccc1F	-2
COc1ccc(N2C(=O)NC(=O)/C(=C/c3ccc(OCCOc4ccc(C)cc4)c(OC)c3)C2=O)cc1	3
COc1ccc2c(c1OC)C(=O)OC2c1cc([N+](=O)[O-])ccc1O (centres undefined)	3
NC(=O)c1c(NC(=O)CCC(=O)O)sc2c1CCCC2	0
O=C(CCc1ccccc1)Nc1cc(C(F)(F)F)ccc1Cl	-27
COc1ccc(-c2cc(C(=O)Nc3c(Cl)cccc3Cl)c3ccccc3n2)cc1	-9
COC(=O)c1ccc(NC(=O)c2ccc(I)cc2)cc1	-3
Cc1cc(Cl)ccc1NC(=O)COc1ccc2ccccc2c1	-3
CC(C)(C)c1cc(C(=O)N/N=C/C=C/c2ccccc2)n[nH]1	3
Cc1cc(C(=O)n2cnc3c(N)ncnc32)co1	-10
COc1ccc(Cn2c(SC)nc3ccccc32)cc1	-12
COc1nc(NS(=O)(=O)c2ccc(NC(C)=O)cc2)nc(C)c1Cl	14
CC(C)=C1C2C=CC1C1C(=O)N(c3ccc(C)c(C)c3)C(=O)C21 (centres undefined)	-14
C/C(=N/NC(=O)c1ccoc1C)c1cccc(NC(=O)c2ccc(Cl)cc2Cl)c1	-24
O=C1N=c2ccc(Br)cc2=C1c1sc(=S)n(NC(=O)c2ccccc2[N+](=O)[O-])c1O	-36
CCOC(=O)C1NN=C(C(=O)c2ccccc2)C1c1ccc(OC)cc1 (centres undefined)	2
CC(C)CC(=O)Nc1ccc(I)cc1C(=O)O	2

CCOC(=S)N/C(=N/S(C)(=O)=O)c1ccccc1
  VHR inh color: -13
Cc1ccc(S(=O)(=O)c2cc(NS(=O)(=O)c3ccc(Cl)cc3)c3ccccc3c2O)cc1
  VHR inh color: 7
CCOc1ccc(-c2csc(/C(C#N)=C/c3ccc(Cl)cc3)n2)cc1
  VHR inh color: -2
COc1ccc(CCN2C(=O)CSC2c2ccc(F)cc2)cc1OC (centres undefined)
  VHR inh color: -21
C/C(=N\OC/C(O)=C(\C#N)c1nc2ccccc2[nH]1)c1ccc(Br)cc1
  VHR inh color: 1
O=C(COc1ccccc1)Nc1cccc(NC(=O)c2ccc(Cl)cc2Cl)c1
  VHR inh color: 5
CCOC(=O)C1=C(C)NC(=O)NC1c1ccc(OC)c([N+](=O)[O-])c1 (centres undefined)
  VHR inh color: -9
Cc1nc(/N=C(/N)NC(=O)c2ccccc2N)nc2ccccc12
  VHR inh color: -8
O=C1NC(=O)N(c2ccc(Br)cc2)C(=O)/C1=C/c1ccc(-c2cccc([N+](=O)[O-])c2)o1
  VHR inh color: 10
NS(=O)(=O)c1ccc(NC(=O)/C(=C\c2ccc(Br)cc2)NC(=O)c2ccccc2Cl)cc1
  VHR inh color: 4

Cc1ccc(C2C3C(=O)N(c4cccc(Br)c4)C(=O)C3N3CCCN23)cc1 (centres undefined)
  VHR inh color: -9
Cc1ccc2oc(-c3ccc(C)c(NC(=O)c4ccc(Br)o4)c3)nc2c1
  VHR inh color: -11
COc1cccc(C2(c3cccc(OC)c3)CC2C(=O)Nc2cccc(C(F)(F)F)c2)c1 (centres undefined)
  VHR inh color: -24
CCOc1ccccc1N1CCN(C(=O)c2cc(OC)c(OC)c(OC)c2)CC1
  VHR inh color: -18
CC(C)(C)c1ccc(C(=O)Nc2cc(C(N)=O)cc(C(N)=O)c2)cc1
  VHR inh color: -85
COc1ccc(C(=O)Nc2nc3ccc(C)cc3s2)cc1Br
  VHR inh color: 8
c1ccc(-n2c(SCc3ccncc3)nnc2-c2ccco2)cc1
  VHR inh color: 9
Cc1ccc(/C(O)=C2\C(=O)C(=O)N(c3nncs3)C2c2cccc(Br)c2)cc1 (centres undefined)
  VHR inh color: -15
CCOC(=O)C1=NNC2C(=O)N(c3cccc(Br)c3)C(=O)C12 (centres undefined)
  VHR inh color: -20
Cc1ccc(S(=O)(=O)c2nc(Nc3ccccc3C)sc2Cl)cc1
  VHR inh color: 15

COc1ccc(CN2CCN(C3CCCCC3)CC2)cc1Br
  VHR inh color: -9
CCOc1cc(OCC)cc(C(=O)Nc2ccc(NC(=O)c3ccc(Br)cc3)cc2)c1
  VHR inh color: -2
COc1cc2nc(-c3ccc(Oc4cccc(-c5nc6cc(OC)c(OC)cc6c(=O)o5)c4)cc3)oc(=O)c2cc1OC
  VHR inh color: 8
Cc1ccc(-c2ccc(OCC(=O)Nc3ccc(F)cc3)cc2)cc1
  VHR inh color: 1
CCCNC(=O)OCC12COC3c4ccccc4OC(C)(CC1C)C3C2C (centres undefined)
  VHR inh color: -27
CC1(C)CC(N2CCC(=O)NC2=S)CC(C)(C)N1
  VHR inh color: -6
Cc1cc(C)cc(OCC(=O)NCc2ccncc2)c1
  VHR inh color: -12
O=C(O)COc1ccc(-c2nc3sc4c(c3c(=O)[nH]2)CCCC4)cc1
  VHR inh color: 55
O=C(O)/C=C\C(=O)Nc1cccc(-c2cn3ccccc3n2)c1
  VHR inh color: -11
OC(c1ccccc1)c1ccc2c(c1)OCCCO2 (centres undefined)
  VHR inh color: -15

COc1cc(CN2CCN(C3CCCCCC3)CC2)cc(OC)c1O
  VHR inh color: 3
COc1ccc(/C=C/C(=O)Nc2nc(-c3ccccc3)cs2)cc1OC
  VHR inh color: -6
O=C(O)c1cccc(NC(=O)c2cc(S(=O)(=O)N(CCO)CCO)ccc2Cl)c1
  VHR inh color: -6
CCOC(=O)c1cnc(-c2ccccc2)nc1Nc1ccccc1
  VHR inh color: 23
NS(=O)(=O)c1ccc(-c2ccc(/C=C3/C(=O)NN(c4ccc(Br)cc4)C3=O)o2)cc1
  VHR inh color: -12
CC(C)(C)c1ccc(CNc2cc(N3CCOCC3)ccc2[N+](=O)[O-])cc1
  VHR inh color: -3
CCc1ccccc1NC(=O)c1nn2c(c1Cl)NC(c1cccs1)CC2C(F)(F)F (centres undefined)
  VHR inh color: -28

Quoted from the listing:
Under VHR inh color, `COc1ccc(/C=C/C(=O)Nc2nc(-c3ccccc3)cs2)cc1OC` is entered as -6
Under VHR inh color, `O=C(O)c1cccc(NC(=O)c2cc(S(=O)(=O)N(CCO)CCO)ccc2Cl)c1` is entered as -6
